PLK1 PBD inh = inhibitors of human PLK1 polo-box domain binding; Plk1 PBD binding of FITC phosphopeptide, fluorescence polarization; Potency, µM, for inactives: max response, negative = inhibition, actives largely listed as inhibitors; 2.8% of 360,000 active; AID 720504; further: potency means the concentration at half of the fitted maximal effect; series mostly up to about 57 µM; on the % scale 0 is the no-effect control and ±100 the full control effect; nearly all actives have a fitted effect of over 65% in size
Target sequence (P53350 whole entry, looked up, the tested form may be a part): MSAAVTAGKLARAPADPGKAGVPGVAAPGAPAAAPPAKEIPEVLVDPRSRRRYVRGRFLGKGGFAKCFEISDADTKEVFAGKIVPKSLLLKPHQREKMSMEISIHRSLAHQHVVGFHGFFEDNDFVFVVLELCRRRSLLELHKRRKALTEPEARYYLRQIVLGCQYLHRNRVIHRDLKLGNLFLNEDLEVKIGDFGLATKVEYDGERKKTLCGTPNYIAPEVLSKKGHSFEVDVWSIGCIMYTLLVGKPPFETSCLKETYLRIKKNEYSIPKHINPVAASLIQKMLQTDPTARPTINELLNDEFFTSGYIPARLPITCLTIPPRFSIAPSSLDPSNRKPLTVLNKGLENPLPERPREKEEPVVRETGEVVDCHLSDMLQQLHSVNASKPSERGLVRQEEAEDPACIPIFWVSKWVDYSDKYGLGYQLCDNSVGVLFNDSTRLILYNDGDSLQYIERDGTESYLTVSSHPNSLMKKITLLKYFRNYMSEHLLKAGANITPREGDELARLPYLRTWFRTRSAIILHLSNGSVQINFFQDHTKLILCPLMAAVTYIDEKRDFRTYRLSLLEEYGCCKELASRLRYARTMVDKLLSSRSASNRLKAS
EPAC1 antag = antagonists of human EPAC1; EPAC1 GEF assay, Rap1b-BODIPY-GDP exchange fluorescence; O95398; 0.14% of 360,000 active; Potency, µM (doses to about 115 µM), for the others: at the highest dose activity change, negative = inhibition, actives largely listed as inhibitors;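 further: potency means the concentration at half of the fitted maximal effect; plate controls were vehicle for no effect and positive control for full effect; nearly all actives have a fitted effect of over 50% in size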
WRN inhibitor = blocks human WRN helicase; WRN helicase unwinding, fluorescent forked duplex, kinetic; 0.46% of 360,000 active; Potency, µM (highest dose often 114 µM), inactives show top-dose activity change, negative = inhibition, usual class: inhibitors; Q14191; further: potency means the concentration at half of the fitted maximal effect; on the % scale 0 is the no-effect control and ±100 the full control effect; nearly all actives have a fitted effect of over 55% in size
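Screening of the MLSMR collection measured strand separation of a quenched forked DNA duplex (100 nM) by 20 nM WRN with 2 mM ATP, all final. Compounds were preincubated with enzyme 15 min at room temperature.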
Abeta yeast res = restores growth of yeast expressing A-beta42 peptide. Potency, µM (titrated, usually from 46.1 µM), for inactives: top-dose growth rescue, hits mostly activators. 0.063% of 410,000 active. AID 1347071. yeast expressing A-beta42, growth rescue, OD600, 48 h; response scale: 0% DMSO, 100% iron-clioquinol control; further: potency means the concentration at half of the fitted maximal effect; nearly all actives have a fitted effect of over 55% in size
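Yeast growth medium received pinned compounds, then yeast cells expressing toxic A-beta were added; plates incubated at 30 C for 48 hr. Growth read as absorbance at 600 nm, normalized to DMSO and equimolar FeCl3 plus clioquinol controls.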
aSyn yeast inh = inhibitors of alpha-synuclein toxicity in yeast. Yeast expressing alpha-synuclein, growth rescue, BacTiter-Glo, 24 h. Potency, µM (series often up to 46.1 µM), for inactives: top-dose growth rescue (activation), hits mostly activators. 0.14% of 370,000 active; further: potency means the concentration at half of the fitted maximal effect; % of control where 0% means no effect; nearly all actives have a fitted effect of over 65% in size
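Galactose-induced alpha-syn yeast (OD600=0.02, raffinose-pregrown) + pinned cpd, 24 hr, 30 deg C; growth by BacTiter-Glo luminescence. Growth restoration scores as activation.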
FUS suppressor = FUS proteinopathy suppression in yeast; S. cerevisiae FUS-expressing, growth rescue, OD600, 24 h; Potency, µM (doses to about 76.6 µM), for inactives: top-dose growth rescue (activation), hits mostly activators; 0.24% of 390,000 active; AID 1347120;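 further: potency means the concentration at half of the fitted maximal effect; plate controls were DMSO vehicle for no effect and reference control for full effect; nearly all actives have a fitted effect of over 55% in size; some results filed as inactive show a strong effect at the top dose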
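Steps: raffinose overnight preculture; dilution to OD 0.005 in 2% galactose minimal medium; compound addition (concentration series); 24hr at 30C, 99% humidity; absorbance read at 600 nm.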
IL2 activator = activators of IL-2; IL-2 activation reporter assay, cell-based qHTS; stimulated with anti-CD3/CD4/CD28 beads; in transgenic mouse T cells; activation, % (series mostly up to about 46 µM); 0.065% of 360,000 active; AID 652025; in the data active means activation above about 50%; inconclusive means mostly about 30% to 49%; further: 0% is about no effect
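Unstimulated transgenic mouse T cells preincubated 60 min with compound, then stimulated with anti-CD3/anti-CD4-coated beads plus anti-CD28 for 18 h at 37 degrees C. IL-2 response read as EGFP and DsRed fluorescence by plate cytometry.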
PI5P4Ka inh = blocks human PI5P4K alpha kinase activity; PI5P4Kalpha enzyme, ADP-Glo luminescence, 60 min; active compounds read low; 1.2% of 330,000 active; P48426; max response, %; active means max response of -50% or lower; inconclusive means between -30% and -50%; inactive means -30% or higher; further: value at the top dose of about 77 µM; on the % scale 0 is the no-effect control and ±100 the full control effect
Target sequence (P48426 whole entry, looked up): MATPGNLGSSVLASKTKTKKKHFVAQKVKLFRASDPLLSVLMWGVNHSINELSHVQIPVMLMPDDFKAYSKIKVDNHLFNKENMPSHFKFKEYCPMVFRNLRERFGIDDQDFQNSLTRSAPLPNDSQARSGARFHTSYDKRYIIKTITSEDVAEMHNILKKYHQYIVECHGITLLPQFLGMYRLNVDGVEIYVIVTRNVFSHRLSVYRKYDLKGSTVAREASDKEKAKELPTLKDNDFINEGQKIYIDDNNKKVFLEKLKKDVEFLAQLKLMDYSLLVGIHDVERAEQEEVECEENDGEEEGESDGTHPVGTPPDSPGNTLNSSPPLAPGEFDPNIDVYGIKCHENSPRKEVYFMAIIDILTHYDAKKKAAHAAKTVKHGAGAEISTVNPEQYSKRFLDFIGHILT
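ADP-Glo luminescence end-point read after a 60 min room-temperature kinase reaction of PI5P4Kalpha plus substrate, initiated with ATP at 5 microM final. Buffer: 0.038 M HEPES pH 7.4, EGTA, 0.1% CHAPS, 5% DMSO.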
EPAC1 ag = EPAC1 (human) agonism. O95398. EPAC1 agonist qHTS, biochemical assay; response scale: 100% = response to 6.5 mM cAMP. Potency, µM (highest dose often 154 µM), for the others: top-dose activation, actives largely listed as activators. 0.073% of 360,000 active. AID 720707; further: potency means the concentration at half of the fitted maximal effect; nearly all actives have a fitted effect of over 60% in size
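Nucleotide exchange by EPAC1 (100 nM) on Rap1B–BODIPY-GDP (250 nM) in the presence of 50 uM GDP is tracked fluorescently at 480/540 nm over 30 min. Signals are normalized to a 6.5 mM cAMP control.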
* = called active by the depositor; ? = inconclusive; . = no result given; [ ] = another dose, or the depositor's remark. Unless noted, the call rests on the fitted dose curve; in most records, active means well fitted curve in the direction sought with a large enough effect; inconclusive means small, poorly fitted or top-dose-only effect, or another doubt; inactive means no such curve, though single readings can be large; an effect the other way counts as inactive or inconclusive.

SMILES | PLK1 PBD inh | EPAC1 antag | WRN inhibitor | Abeta yeast res | aSyn yeast inh | FUS suppressor | IL2 activator | PI5P4Ka inh | EPAC1 ag
N#CCCNC(=O)CCN1CCOCC1 | 0% | 15% | -13%[57.1 µM] | 10% | -4% | -22% | -3.0 | -6 | -4%
COc1cc(OC)cc(C(=O)OCC(=O)Nc2sccc2C(N)=O)c1 | -5% | 0% | -15% | 2% | 3% | -19% | -0.4 | -8 | 8%
CC(C)NC(=O)c1ccc(-c2ccc(Cl)c(C(F)(F)F)c2)o1 | 0% | 4% | 11% | 0% | 1% | 9% | -2.9 | . | -15%
COc1ccc(-c2csc(C(O)c3ccc(OC)cc3)n2)cc1 (configuration not stated) | -2% | -7% | -7% | 30% | ? | 15% | -0.8 | 10 | 12%
CS(=O)(=O)N(CC(=O)NCCC1=CCCCC1)c1ccc2c(c1)OCO2 | -8% | 6% | -1% | -4% | 0% | 15% | -0.2 | . | 5%
COc1ccccc1C(=O)Nc1nnc(-c2ccco2)s1 | 0% | -1% | -21% | -11% | -14% | 10% | 1.6 | . | 8%
O=C(COc1ccc([N+](=O)[O-])cc1)Nc1ccc(N2CCCC2)cc1 | 3% | 8% | 5% | 2% | -4% | -25% | 2.9 | -6 | -5%
N#Cc1nc(COc2ccccc2)oc1N1CCC(Cc2ccccc2)CC1 | -3% | -4% | -11% | -8% | -1% | 5% | -1.8 | 1 | 3%
O=P(O)(O)CCP(=O)(c1ccccc1)c1ccccc1 | -1% | -1% | -8% | 5% | -3% | 2% | 1.6 | . | 6%
CC(C)(C)c1ccc(C(=O)Nc2ccc(C=C(C#N)C#N)cc2)cc1 | -6% | -10% | -22% | 9% | 2% | 8% | 9.3 | -12 | 10%
Nn1c(SCC(=O)N2CCOCC2)nnc1-c1ccc(Cl)cc1Cl | -5% | 2% | 2% | -3% | 1% | 3% | -1.9 | -2 | -2%
CN1CCCc2cc3c(C(F)(F)F)cc(=O)oc3nc21 | ? | 2% | -2%[57.1 µM] | -4% | -2% | -15% | -0.6 | 1 | 1%
O=C(NC(=S)Nc1c(Cl)ccc2nsnc12)c1ccco1 | ? | -14% | -18% | -1% | -3% | . | 2.7 | -7 | -3%
O=C(N/N=C/c1ccc([N+](=O)[O-])o1)c1cc(-c2cccc(Br)c2)nc2ccccc12 | -10% | 0% | -11%[11.6 µM] | 1% | -1% | -6% | -2.2 | -14 | 3%
Cc1ccc(C(=O)OCC(=O)Nc2nc(-c3ccccc3)cs2)cc1NC(=O)c1ccco1 | -1% | ? | 0% | -9% | -2% | 23% | -3.0 | 4 | 5%
Cc1ccc(S(=O)(=O)N(CC(=O)NCCSc2ccccn2)c2ccc(C)c(C)c2)cc1 | -1% | -8% | -14%[57.1 µM] | 14% | 1% | 33% | -1.1 | 13 | 7%
Cc1ccnc(NC(=O)Nc2ccc(Br)cc2Cl)c1 | -3% | -9% | -20% | -7% | -17% | . | -5.9 | -4 | -7%
CCOC(=O)c1cn2nc(Oc3cccc(C(F)(F)F)c3)ccc2n1 | 4% | -13% | 8% | 19% | -2% | 13% | 0.3 | -5 | -11%
Cn1nnc2cc(C(=O)N3CCCCCC3)ccc21 | -1% | -1% | 7% | 2% | 7% | 22% | 1.5 | . | 1%
CC[C@@]1(C(=O)OC)N[C@H](CN(C)C(=O)Nc2ccc(F)cc2)[C@@H]2C(=O)N(Cc3ccccc3)C(=O)[C@@H]21 | -2% | 2% | 5% | -6% | -1% | -5% | -0.6 | 6 | -16%
Cc1ccc(/C=C2\SC(=S)N(Cc3ccccc3)C2=O)o1 | -13% | -14% | -13% | -11% | -2% | 37% | 1.9 | . | 3%
Cc1ccc(S(=O)(=O)N2CCN(C(=O)c3cc(-c4cccs4)nn3-c3ccccc3)CC2)cc1 | -8% | -4% | 5% | -1% | 5% | . | -0.3 | 3 | 10%
COc1ccccc1N(CCC#N)C(=O)CSc1nc(-c2ccccc2)cn1N | -25% | -20% | -8% | -1% | -3% | 49% | -0.6 | 0 | 2%
CC(C)C(=O)N1CCN(c2ccccc2NC(=O)Cc2ccc(Cl)cc2)CC1 | -4% | 11% | 5% | -6% | -8% | 34% | -3.9 | -1 | -2%
CCOc1ccc(S(=O)(=O)NCC2CCCO2)cc1NC(=O)c1ccccc1F (configuration not stated) | 4% | 12% | -6%[57.1 µM] | 3% | 4% | -32% | 0.0 | 1 | 1%

Random excerpt: 3 entries already listed, in no set order.
SMILES | PLK1 PBD inh | EPAC1 antag | WRN inhibitor | Abeta yeast res | aSyn yeast inh | FUS suppressor | IL2 activator | PI5P4Ka inh | EPAC1 ag
CC(C)NC(=O)c1ccc(-c2ccc(Cl)c(C(F)(F)F)c2)o1 | 0% | 4% | 11% | 0% | 1% | 9% | -2.9 | . | -15%
Cc1ccc(/C=C2\SC(=S)N(Cc3ccccc3)C2=O)o1 | -13% | -14% | -13% | -11% | -2% | 37% | 1.9 | . | 3%
CN1CCCc2cc3c(C(F)(F)F)cc(=O)oc3nc21 | ? | 2% | -2%[57.1 µM] | -4% | -2% | -15% | -0.6 | 1 | 1%

Next part:
SMILES | PLK1 PBD inh | EPAC1 antag | WRN inhibitor | Abeta yeast res | aSyn yeast inh | FUS suppressor | IL2 activator | PI5P4Ka inh | EPAC1 ag
Cc1cc(Cl)c(OCCOCCN2CCCC(C)C2)c(Br)c1 (configuration not stated) | 9% | 7% | 4% | 0% | 0% | 5% | -0.8 | 6 | -4%
CC1(C)NC(=O)C(CCc2ccccc2)NC1=O (configuration not stated) | 0% | 3% | -3% | -12% | 2% | -9% | 0.1 | 2 | 0%
O=c1c2c(n3cnnc3n1-c1ccccc1)-c1ccccc1CC21CCCCC1 | -8% | 10% | 5% | 4% | 9% | -7% | 0.1 | -4 | -3%
O=C(N/C(=C\c1ccccc1)C(=O)N1CCCCC1)c1ccc(Br)o1 | -1% | -11% | 1% | 3% | 15% | 13% | -0.3 | -10 | -16%
COCCOC(=O)c1c(NC(=O)CN(C)c2ccccc2)sc(C(N)=O)c1C | -14% | 0% | 7% | -17% | 0% | 29% | 1.4 | -7 | 0%
CC(O)CNc1nc2c(c(=O)n(C)c(=O)n2C)n1Cc1cccc(Br)c1 (configuration not stated) | -5% | -11% | 1% | -8% | -1% | 14% | -0.9 | . | -1%
c1ccc2c(c1)nc(N1CCCCCC1)c1ccccc12 | -22% | -4% | -7% | -12% | 0% | 25% | 0.1 | 11 | 5%
CC(C)CN1C(=S)SC(C)(C)C1n1oc(=O)n(-c2ccc(Cl)cc2)c1=O (configuration not stated) | -6% | -22% | -24% | -16% | -47%[inhibitor] | 25% | -2.6 | . | 19%
c1ccc2c(c1)Sc1ccccc1-n1cnnc1-2 | -18% | 6% | -1% | -3% | -9% | -3% | -0.1 | 0 | -1%
Cc1nc2c(ccc3c([N+](=O)[O-])cccc32)c(C)c1C | 2% | -12% | 1% | -10% | -1% | -11% | -1.5 | 1 | -1%
COCCNC(=O)CN(C(=O)CCC(=O)Nc1nccs1)c1ccc2c(c1)OCO2 | 0% | -18% | -8% | -3% | 3% | -2% | -1.2 | 1 | 1%
COc1cc(C(=O)N2CCN(c3cccc(C)c3C)CC2)cc(OC)c1OC | -4% | -12% | 3% | -8% | -4% | 30% | -0.7 | -3 | -1%
Cc1ccccc1CC(=O)NC1CCCCCC1 | -3% | 14% | 0% | 15% | -5% | -24% | 1.9 | -3 | -5%
CCOC(=O)C1=C(N)OC2=C(C(=O)CCC2)C1c1ccc2c(c1)OCO2 (configuration not stated) | 8% | -24% | -8% | 14% | 0% | 30% | -0.7 | 2 | 9%
C/C(=N\Nc1ccc([N+](=O)[O-])cc1[N+](=O)[O-])C(C)(C)C(C(=O)O)C(=O)O | -6% | ? | -4% | -21% | -6% | 15% | 0.1 | 13 | 4%
Cc1ccc(NC(=O)C2(c3ccc([N+](=O)[O-])cc3)CCCC2)cc1 | 2% | 4% | 1% | 9% | 9% | 15% | -0.8 | 0 | 2%
Cc1nnsc1-c1nc2ccccc2[nH]1 | -18% | -16% | 5% | 5% | 1% | 4% | -0.3 | -3 | 9%
C#CCOC(=O)C[N+](C)(C)CC=C | -7% | -2% | -6% | 4% | -1% | 17% | 0.7 | 2 | 7%
O=C(Nc1ccc(S(=O)(=O)Nc2ncccn2)cc1)c1cccc(S(=O)(=O)N2CCOCC2)c1 | -3% | -7% | -1% | 5% | -6% | -14% | 0.3 | 3 | -2%
COCCn1cnnc1SCC(=O)c1ccc(S(=O)(=O)N2CCCC2)cc1 | ? | -1% | -3% | 10% | 2% | 8% | -0.5 | ? | 5%
COc1cccc(C2CC(C(F)(F)F)n3ncc(C(=O)NCc4ccco4)c3N2)c1 (configuration not stated) | -6% | ? | -10% | 6% | 5% | 18% | -0.1 | 1 | 1%
CC(=O)Nc1ccc(NC(=O)C(C)O/N=C/c2cccc([N+](=O)[O-])c2)cc1 (configuration not stated) | -9% | 1% | -3% | -6% | 19% | 12% | 0.1 | 1 | 7%
CCOc1cc(/C=C(\C#N)C(=O)Nc2ccc(S(N)(=O)=O)cc2)ccc1OCCN1CCOCC1 | -10% | -2% | -20% | -6% | -7% | 10% | 0.5 | 2 | -8%
COCc1cc(=O)[nH]c(SCCS(=O)(=O)c2ccc(Cl)cc2Cl)n1 | -27% | -12% | -13% | -47% | -15% | -6% | -1.5 | 5 | -1%
CN1CCN(S(=O)(=O)c2ccc3c(c2)OCCO3)CC1 | -6% | 15% | 7% | -6% | 0% | -35% | 2.5 | -1 | 9%
CCC(=NC)C1=C(O)CC(c2ccccc2)CC1=O (configuration not stated) | -7% | 6% | -3% | -4% | -21% | 8% | 0.1 | 5 | -3%
O=C(c1ccc(N2CCOCC2)c([N+](=O)[O-])c1)N1CCCCC1 | -3% | -1% | -3% | -14% | 0% | -5% | -2.4 | 1 | 14%
Nc1nc(SCc2c(Cl)cccc2Cl)n[nH]1 | -7% | 4% | -2% | 6% | 7% | 3% | -2.6 | -3 | 3%
CN1CC(=O)NC1=NC(=O)c1ccc(Cl)c(S(=O)(=O)N2CCCCCC2)c1 | -7% | 13% | 5% | -1% | -2% | 38% | 0.0 | -2 | -4%

Bioassay records (PubChem)
